SIAH1 antagonists = Siah-1 peptide-binding antagonists, primary screen, biochemical, fluorescence polarization, rhodamine-plectin, uHTS (AID 1817). Siah-1 / rhodamine-plectin peptide fluorescence polarization; higher % means a stronger effect. displacement, % at 20 µM; hits with a dose series show IC50 in µM. 290,000 tested, 0.02% active;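 active means displacement of at least 50% at 20 µM, with a fluorescence ratio check between 0.3 and a set limit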;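 further: plate controls were Siah plus tracer with DMSO for no effect and tracer alone without Siah for full effect; strong numbers were not always called active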
HIV fusion peptide = cell-free HIV fusion peptide-binding blockers – biochemical, uHTS, fluorescence dequenching, primary screen (AID 1986); cell-free peptide binding, fluorescence dequenching, 30 min; higher % means a stronger effect; 290,000 tested, 0.3% active; inhibition, % at 20 µM; hits with a dose series show IC50 in µM; in the data active means inhibition mostly above about 52%, no sharp cut-off; inactive means mostly below about 76%; further: some results filed as inactive read as strong as hits
KOR beta-arrestin-1 = kappa opioid receptor activators – cell-based, luminescence, uHTS, primary screen (AID 1777); KOR beta-arrestin recruitment, luminescence; higher % means a stronger effect; activation, % at 10 µM, or EC50 in µM where a hit was titrated; 280,000 tested, 0.02% active; in the data active means activation above about 50%, passing the limit was not always enough; further: a part of the inactive calls stands beside numbers as strong as those of hits
NOD1 inhibition = NOD1 signaling inhibitors, primary screen, cell-based, luminescence, uHTS (AID 1578). NOD1-driven NF-kB luciferase reporter cells, luminescence; higher % means a stronger effect. inhibition, % at 4 µM, or EC50 in µM where a hit was titrated. 290,000 tested, 1% active; in the data active means inhibition mostly above about 36%, no sharp cut-off; inactive means mostly below about 34%;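 further: HEK-293T reporter cells stimulated with the NOD1 agonist gamma-tri-DAP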
GPR55 antagonists = GPR55 antagonists blocking LPI-driven arrestin recruitment, primary screen, imaging, U2OS, beta-arrestin-GFP, LPI agonist (AID 2013). 290,000 tested, 0.13% active. inhibition, % at 10 µM; hits with a dose series show IC50 in µM. U2OS GPR55 beta-arrestin-GFP translocation imaging, LPI antagonism; higher % means a stronger effect;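 active means spots per cell inhibited over 60%, with over 100 cells counted and total cytoplasm intensity under 500,000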;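 further: U2OS cells stably carrying GPR55 and arrestin-GFP stimulated by 5 µM LPI near EC80; imaged beta-arrestin-GFP aggregate spots per cell after agonist stimulation; plate controls were LPI-stimulated DMSO wells for no effect and DMSO wells without LPI for full effect; some results filed as inactive read as strong as hits; confirmed hits need IC50 under 10 µM and bright autofluorescent wells are also inconclusive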
AID2073 = inhibitors of Mint1-CaV2.2 protein interaction, biochemical, HTRF (AID 2073). HTRF protein-protein interaction, Mint1-CaV2.2; higher % means a stronger effect. inhibition, % at 20 µM, or IC50 in µM where a hit was titrated. 290,000 tested, 0.19% active; in the data active means inhibition mostly above about 51%, no sharp cut-off; further: some results filed as inactive read as strong as hits
GPR55 beta-arrestin = GPR55 agonists via beta-arrestin recruitment, primary screen, imaging, U2OS cells, beta-arrestin-GFP redistribution (AID 1961); one-dose activation, % at 10 µM; EC50 in µM for titrated hits; U2OS GPR55 beta-arrestin-GFP redistribution imaging; higher % means a stronger effect; 290,000 tested, 0.048% active;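 active means activation above 40% with more than 50 cells counted in the well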;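 further: U2OS osteosarcoma cells stably expressing GPR55 and beta-arrestin-GFP; plate controls were DMSO negative control for no effect and LPI positive control for full effect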
KOR beta-arrestin-2 = KOR antagonists, beta-arrestin recruitment, cell-based, luminescence, uHTS (AID 1778); KOR beta-arrestin recruitment, luminescence, antagonist mode; higher % means a stronger effect; inhibition, % at 10 µM; hits with a dose series show IC50 in µM; 290,000 tested, 0.091% active; in the data active means inhibition above about 50%; further: strong numbers were not always called active
GPR35 antagonists = inhibition of zaprinast-stimulated GPR35 beta-arrestin translocation – imaging, U2OS, beta-arrestin-GFP, zaprinast agonist, primary screen (AID 2058). U2OS GPR35 beta-arrestin-GFP translocation imaging, zaprinast antagonism; higher % means a stronger effect. inhibition, % at 10 µM; hits with a dose series show IC50 in µM. 290,000 tested, 0.052% active;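 active means inhibition of at least 50% with at least 30 cells and total cytoplasm GFP at most 10,000,000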
* marks the source's active call; other numbers are inactive results; . = no result given; [ ] = another dose, or the depositor's remark. A portion of the library; the hit share may differ from the screen's.

SIAH1 antagonists,HIV fusion peptide,KOR beta-arrestin-1,NOD1 inhibition,GPR55 antagonists,AID2073,GPR55 beta-arrestin,KOR beta-arrestin-2,GPR35 antagonists,Structure
5%,0.2%,2.2%,-35%,-5%,14%,-0.2%,-25%,10%,COC(=O)CCCNC(=O)c1ccc2[nH]c(C)c(C)c2c1
-3%,-0.9%,-6.0%,3%,-17%,11%,-0.1%,3%,9%,O=C(NCc1ccccc1)C1CCN(S(=O)(=O)c2ccc(N3CCCC3=O)cc2)CC1
9%,0.3%,-0.5%,-41%,2%,-7%,-0.3%,-23%,-15%,O=c1cc[nH]c2ccc(Cl)cc12
6%,-1.1%,-2.9%,-6%,5%,6%,0.0%,-13%,7%,O=C(NCc1cccnc1)C12CC3CC(CC(C3)C1)C2
1%,1.3%,-1.8%,-38%,10%,2%,-0.2%,-10%[20 µM],-8%,CCc1cc(=O)oc2c(C)c(OCC(=O)N3CCC(C(=O)O)CC3)ccc12
-4%,-0.1%,1.1%,-38%,-9%,25%,-0.2%,-7%,18%,CC(C)C(=O)NNc1ccccc1
1%,2.2%,7.9%,-4%,6%,9%,0.0%,-3%,-9%,CCOC(=O)C1CN(S(=O)(=O)c2ccc(OC)cc2)c2ccccc2O1 (configuration not stated)
-3%,0.2%,-1.5%,4%,2%,-2%,0.0%,-2%,-1%,O=C(COc1ccccc1F)NC1CCN(Cc2ccccc2)CC1
5%,0.4%,-0.5%,-9%,14%,6%,-0.1%,12%,-8%,OCC(O)C1OC(Nc2ccc(Cl)cc2)C(O)C1O (configuration not stated)
-1%,-0.2%,-4.0%,-51%,20%,1%,-0.2%,-14%,3%,O=C(Nc1ccc2c(c1)OCCO2)c1cccc(Cl)c1Cl
-3%,0.9%,-1.4%,-13%,-1%,17%,-0.2%,0%,7%,O=C(COC(=O)c1cnccn1)NCc1ccc2c(c1)OCO2
-3%,1.6%,-0.2%,-9%,4%,10%,-0.1%,9%,21%,COc1ccc(S(=O)(=O)N2CCCC(C(=O)N3CCOCC3)C2)cc1Cl (configuration not stated)
15%,0.2%,2.9%,8%,9%,-2%,0.0%,6%,2%,Cc1oc(S(=O)(=O)N(C)C)cc1C(=O)Nc1ccc(Cl)cc1
-3%,-1.6%,-6.4%,23%,7%,18%,0.0%,-17%[20 µM],11%,[N-]=[N+]=NCCN1CCN(Cc2ccccc2)CCC1=O
13%,-0.7%,-2.1%,-16%,12%,2%,-0.1%,-3%,-3%,COc1cc2c(cc1OC)CN(C(=O)CN1CCN(S(=O)(=O)c3ccc(C)c(C)c3)CC1)CC2
6%,-1.5%,-0.3%,10%,8%,-1%,-0.2%,-1%,2%,CC1CN(C2CCN(C(=O)c3cccc(Cl)c3)CC2)CC(C)O1 (configuration not stated)
-3%,2.3%,2.7%,-32%,-8%,3%,-0.1%,-17%,13%,COCCNC(=O)c1sc2ncn(CC(=O)N3CCCCC3)c(=O)c2c1C
9%,-1.1%,1.5%,-35%,2%,1%,-0.2%,7%,-22%,O=C(Cc1ccccc1)NNC(=O)C1CC=CCC1 (configuration not stated)
19%,16%,-0.2%,6%,6%,71%,0.0%,2%,-9%,O=C(Cn1cnc2scc(-c3cccc([N+](=O)[O-])c3)c2c1=O)NCc1ccco1
0%,-2.3%,0.1%,-15%,6%,17%,0.2%,-12%,-2%,O=C(CN1CCN(S(=O)(=O)c2cc(Cl)ccc2Cl)CC1)Nc1ccc2c(c1)OCCO2
0%,1.6%,-2.3%,-7%,13%,-6%,0.8%,14%,-12%,Cc1nc2sc3c(c2c2nnc(SCC(=O)NCc4ccco4)n12)CCCC3
3%,-1.2%,2.3%,-3%,-10%,-13%,-1.1%,22%,-4%,COc1ccc(OCC(=O)N/N=C/C2CC=CCC2)cc1 (configuration not stated)
11%,-0.5%,0.9%,7%,6%,8%,-0.1%,1%,-7%,CC(=O)c1cccc(Nc2c([N+](=O)[O-])c(=O)oc3ccccc23)c1
-1%,-1.0%,2.5%,-9%,-3%,9%,0.4%,-1%,-3%,O=C(COc1ccc(S(=O)(=O)N2CCCC2)cc1)NCc1ccccn1
-2%,-1.4%,-1.5%,-23%,5%,-1%,-0.1%,-23%,-9%,CC(C)Cc1nc2oc3c(N4CCN(CCO)CC4)ncnc3c2c2c1CCCC2
6%,-2.3%,0.5%,-5%,3%,22%,0.0%,41%,5%,NNC(=O)CNc1cccc(Br)c1
1%,0.0%,7.8%,-62%,16%,-3%,0.3%,-47%,12%,CCc1ccc(C2=NN(S(C)(=O)=O)C(c3cccs3)C2)cc1 (configuration not stated)
-4%,11%,0.7%,40%,-1%,3%,-0.1%,-18%,2%,CC1Cc2cc(-c3csc(NC(=O)Cc4ccccc4)n3)ccc2N1S(C)(=O)=O (configuration not stated)
4%,2.9%,-3.7%,-21%,-6%,8%,-0.1%,-4%,0%,Cc1ccc(CNC(=O)Nc2ccc(OC(F)(F)F)cc2)n1C
11%,-2.4%,2.7%,-26%,-10%,12%,0.5%,-36%,7%,O=C(N/N=C/c1ccccc1OC(F)F)c1cc(-c2ccncc2)nc2ccccc12

Part of the list above, showing only GPR55 antagonists, GPR35 antagonists and KOR beta-arrestin-1:
molecule	GPR55 antagonists	GPR35 antagonists	KOR beta-arrestin-1
COc1cc2c(cc1OC)CN(C(=O)CN1CCN(S(=O)(=O)c3ccc(C)c(C)c3)CC1)CC2	12%	-3%	-2.1%
CC1CN(C2CCN(C(=O)c3cccc(Cl)c3)CC2)CC(C)O1 (configuration not stated)	8%	2%	-0.3%
COCCNC(=O)c1sc2ncn(CC(=O)N3CCCCC3)c(=O)c2c1C	-8%	13%	2.7%
O=C(Cc1ccccc1)NNC(=O)C1CC=CCC1 (configuration not stated)	2%	-22%	1.5%
O=C(Cn1cnc2scc(-c3cccc([N+](=O)[O-])c3)c2c1=O)NCc1ccco1	6%	-9%	-0.2%
O=C(CN1CCN(S(=O)(=O)c2cc(Cl)ccc2Cl)CC1)Nc1ccc2c(c1)OCCO2	6%	-2%	0.1%

Continuation:
SIAH1 antagonists,HIV fusion peptide,KOR beta-arrestin-1,NOD1 inhibition,GPR55 antagonists,AID2073,GPR55 beta-arrestin,KOR beta-arrestin-2,GPR35 antagonists,Structure
0%,36%,-2.4%,5%,3%,27%,0.3%,-6%,0%,O=C(N/N=C/c1cc(Br)c(O)c(Br)c1)c1cccc(C(F)(F)F)c1
-2%,0.0%,-3.3%,-18%,6%,3%,-0.1%,5%[20 µM],15%,Cc1ccnc(NC(=O)C(C)N2C(=O)c3ccccc3C2=O)c1 (configuration not stated)
2%,-0.7%,-0.8%,-12%,-4%,-2%,-0.5%,-28%,16%,CCCCCOC(=O)CSc1nnc(-c2cc(OC)c(OC)c(OC)c2)o1
5%,-1.4%,-2.7%,-26%,0%,9%,-0.3%,4%,12%,Cc1[nH]c2ccccc2c1C(O)c1ccncc1 (configuration not stated)
1%,2.2%,3.6%,3%,6%,11%,0.0%,14%,-7%,C=C1CCN(Cc2ccccc2)S(=O)(=O)c2ccccc21
1%,0.1%,3.1%,-18%,4%,9%,0.1%,-3%,-3%,O=C(NCc1ccncc1)C(=O)NCC1OCCN1S(=O)(=O)c1ccc(Br)cc1 (configuration not stated)
3%,-1.0%,2.1%,-28%,-5%,14%,-0.1%,22%,1%,COCc1nc(-c2ccc(-c3ccc(OC)cc3)nc2OC)no1
1%,22%,-2.8%,-30%,-4%,5%,0.1%,-17%,-13%,CC1CCCCN1C(=O)Cn1nnc(-c2cccnc2)n1 (configuration not stated)
-6%,-0.8%,-1.8%,-13%,-7%,7%,-0.1%,-34%,12%,COc1ccc(C(=O)N/C(=C\c2cn(C)c3ccccc23)C(=O)N2CCN(C)CC2)cc1
3%,-2.3%,-4.4%,-33%,4%,-4%,-0.3%,-3%,.,S=C(NCCCN1CCOCC1)Nc1ccc(Cl)cc1
-2%,-0.8%,-2.0%,-25%,10%,8%,-0.2%,26%,1%,COc1ccc(C(=O)/C(=C\c2sccc2C)c2nc3ccccc3o2)cc1
4%,-0.3%,-5.4%,-14%,16%,-13%,0.1%,-8%,7%,COc1cc(C(=O)NCC(c2cccnc2)N2CCN(c3ccc(F)cc3)CC2)cc(OC)c1OC (configuration not stated)
18%,6.9%,6.0%,-11%,7%,16%,0.3%,6%,-4%,O=C(CN1C(=O)S/C(=C\c2ccc(Cl)cc2)C1=O)NNC(=O)c1ccccc1O
19%,86%,-0.4%,.,6%,4%,-0.1%,31%,12%,CCOC(=O)c1sc2nc(CC(=O)OC)nc(NCc3ccco3)c2c1C
0%,3.9%,-3.1%,-48%,-1%,6%,0.6%,28%,-12%,CC(=Nc1cccc(O)c1)c1sc2ccccc2c1O
2%,1.3%,1.8%,-12%,12%,-5%,0.0%,22%,4%,CC(C)(C)CC(=O)OCC(=O)Nc1cc(C(C)(C)C)nn1-c1ccccc1
0%,0.6%,7.0%,-8%,10%,13%,0.2%,-25%,-1%,O=C(CN1CCN(c2ccc(F)cc2)CC1)Nc1nnc(-c2ccccc2)s1
-1%,19%,-2.2%,-5%,16%,-1%,-0.2%,13%,-3%,COc1ccc(N=C2SC(C(=O)Nc3ccc(C(=O)O)cc3)CC(=O)N2Cc2cccs2)cc1 (configuration not stated)

Single records, from the list above. Order of values: SIAH1 antagonists, HIV fusion peptide, KOR beta-arrestin-1, NOD1 inhibition, GPR55 antagonists, AID2073, GPR55 beta-arrestin, KOR beta-arrestin-2, GPR35 antagonists
`O=C(Nc1ccc2c(c1)OCCO2)c1cccc(Cl)c1Cl` across the screens: -1%, -0.2%, -4.0%, -51%, 20%, 1%, -0.2%, -14%, 3%
`S=C(NCCCN1CCOCC1)Nc1ccc(Cl)cc1` across the screens: 3%, -2.3%, -4.4%, -33%, 4%, -4%, -0.3%, -3%, .
`O=C(COc1ccc(S(=O)(=O)N2CCCC2)cc1)NCc1ccccn1` across the screens: -1%, -1.0%, 2.5%, -9%, -3%, 9%, 0.4%, -1%, -3%

High-throughput results: PubChem, Sanford-Burnham Center for Chemical Genomics
